Bioassay records from PubChem.
Rac1 GTP hydrolysis = MgcRacGAP GTPase-activating activity inhibitors, confirmation, biochemical, ADP Hunter fluorescence | Rac GTPase-activating protein 1 (Homo sapiens) | 0.6% of 340,000 active | MgcRacGAP-stimulated Rac1 GTP hydrolysis, ADP Hunter fluorescence; higher % means a stronger effect; GST-tagged Rac1 F28L mutant substrate | one-dose inhibition, % at 30 µM; IC50 in µM for titrated hits | AID 624330, 2012;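 active = first-screen hits whose inhibition reached a set limit at any dose in the follow-up dose series; inconclusive = inhibition above the set first-screen limit but never retested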;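 note: fluorescence reports GDP produced by GAP-driven GTP hydrolysis; strong numbers were not always called active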
K1F lysis inhibition = inhibition of K1F phage lysis, E. coli UTI89, bacterial capsule biogenesis inhibitors, alamar blue (AID 488966) | E. coli UTI89 K1F phage lysis, alamar blue, 2 h; higher % means a stronger effect | one-dose inhibition, % at 100 µM; IC50 in µM for titrated hits | 0.02% of 340,000 active;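 active = phage lysis inhibition, versus mean bacterial control, above a set limit; inconclusive = no clear call, values can overlap the other calls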;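 note: capsule biogenesis inhibitors block K1F phage lysis so surviving cells raise fluorescence; higher fluorescence means more inhibition of phage lysis; actives were called in the ten point dose series up to 300 µM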
NS5 inhibitors = Dengue-2 NS5 methyltransferase inhibitors, primary screen, biochemical, confirmation dose response (AID 588689); 0.3% of 340,000 active; one-dose inhibition, % at 25 µM; IC50 in µM for titrated hits; Genome polyprotein (Dengue virus type 2 (strain 16681-PDK53)); Dengue-2 NS5 methyltransferase capping enzyme assay, biochemical; higher % means a stronger effect; in the data active = a potency from the dose series; inconclusive = inhibition above about 29% without an active follow-up result
West Nile virus CPE = West Nile virus antiviral activity, cell-based, CPE readout (AID 1621). CPE inhibition, % at 10 µM, or IC50 in µM where a hit was titrated. West Nile virus-infected cells, CPE inhibition; higher % means a stronger effect. 0.02% of 290,000 active; in the data active = a potency from the dose series; inconclusive = CPE inhibition mostly from about 3.7% at the one dose, without a potency; inactive = the rest, 99 in 100 with CPE inhibition below about 2.2%; note: strong numbers were not always called active
RSV antiviral HEp-2 = RSV antiviral activity via CPE protection, HEp-2 cells, primary 10 µM value included (AID 2391); 0.13% of 310,000 active; HEp-2 cells, RSV-induced CPE inhibition; higher % means a stronger effect; CPE inhibition, % at 10 µM, or IC50 in µM where a hit was titrated; in the data active = a potency from the dose series; inconclusive = CPE inhibition mostly from about 23% at the one dose, without a potency; inactive = the rest, 99 in 100 with CPE inhibition below about 21%; note: strong numbers were not always called active
AID2073 = inhibitors of Mint1-CaV2.2 protein interaction, biochemical, HTRF (AID 2073). Voltage-dependent N-type calcium channel subunit alpha-1B (Homo sapiens). one-dose inhibition, % at 20 µM; IC50 in µM for titrated hits. HTRF protein-protein interaction, Mint1-CaV2.2; higher % means a stronger effect. 0.19% of 290,000 active; in the data active = inhibition mostly above about 51%, no sharp cut-off; inconclusive = no clear call, values can overlap the other calls; inactive = mostly below about 53%; note: some results filed as inactive read as strong as hits
Siah-1 displacement = Siah-1 peptide-binding antagonists, primary screen, biochemical, fluorescence polarization, rhodamine-plectin, uHTS (AID 1817); E3 ubiquitin-protein ligase SIAH1 (Homo sapiens); Siah-1 / rhodamine-plectin peptide fluorescence polarization; higher % means a stronger effect; one-dose displacement, % at 20 µM; IC50 in µM for titrated hits; 0.02% of 290,000 active;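 active = displacement of at least 50% at 20 µM, with a fluorescence ratio check between 0.3 and a set limit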;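 note: plate controls were Siah plus tracer with DMSO for no effect and tracer alone without Siah for full effect; strong numbers were not always called active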
Large T inhibition = SV40 large T antigen inhibitors, biochemical (AID 1903); SV40 large T antigen ATPase/helicase inhibition assay; higher % means a stronger effect; one-dose inhibition, % at 20 µM; IC50 in µM for titrated hits; 0.39% of 310,000 active; in the data active = a potency from the dose series; inconclusive = inhibition mostly from about 32% at the one dose, without a potency; inactive = the rest, 99 in 100 with inhibition below about 32%; note: strong numbers were not always called active
NTR1 ag = agonists of NTR1, primary screen, imaging, U2OS cells, beta-arrestin-GFP, high content (AID 493036); Neurotensin receptor type 1 (Homo sapiens), P30989; 0.17% of 330,000 active; NTR1-U2OS beta-arrestin-GFP spot imaging, agonist mode; activation, % at 20 µM;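 active = activation at or above 40% of the spot to cytoplasm intensity ratio, with at least 20 cells analyzed; inconclusive = wells under 20 cells, flagged as cytotoxic or low count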;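 note: 0% = DMSO without peptide and 100% = 100 nM NTR1 peptide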
Target sequence (P30989 whole entry, looked up): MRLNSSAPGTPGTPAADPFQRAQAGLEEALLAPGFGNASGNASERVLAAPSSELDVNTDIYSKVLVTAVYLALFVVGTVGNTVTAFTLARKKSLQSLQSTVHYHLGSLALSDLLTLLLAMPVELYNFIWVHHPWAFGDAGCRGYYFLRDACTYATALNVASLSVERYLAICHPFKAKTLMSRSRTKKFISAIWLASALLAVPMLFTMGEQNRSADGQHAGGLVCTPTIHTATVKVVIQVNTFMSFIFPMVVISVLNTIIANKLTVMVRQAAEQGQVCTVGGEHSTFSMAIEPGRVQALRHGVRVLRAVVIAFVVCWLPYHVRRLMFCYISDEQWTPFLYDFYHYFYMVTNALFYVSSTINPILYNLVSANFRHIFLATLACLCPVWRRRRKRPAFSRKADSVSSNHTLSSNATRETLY
NTR1 ag cell count 20 µM = further read-out of NTR1 ag, marked with its call; cell count; measured here: cell count, cytotoxicity flag
Numbers without * were called inactive; ? = inconclusive; . = not tested or not shown; & = joins results of further samples; [ ] = dose if it differs, or a comment. Compounds were not picked by outcome. About 1.6% of those tested had a hit in this group.

Structure	Rac1 GTP hydrolysis	K1F lysis inhibition	NS5 inhibitors	West Nile virus CPE	RSV antiviral HEp-2	AID2073	Siah-1 displacement	Large T inhibition	NTR1 ag	NTR1 ag cell count 20 µM
CCOC(=O)c1c(NC(=O)COC(=O)Cc2n[nH]c(=O)c3ccccc23)sc(C(=O)N(C)C)c1C	-0.1%	1.2%[50 µM]	7.9%	.	0.2%	.	.	20.7%	-0.7	69
COc1ccc(Cl)cc1Nc1nc(-c2sc(NC(=O)c3ccccc3)nc2C)cs1	.	.	.	0.1%	3.7%	19.1%	-0.5%	2.7%	5.2	95
O=C(O)CCn1c(CO)nc2ccccc21	3.7%	0.0%	3.6%	0.2%	-1.5%	16.9%	7.6%	-2.6%	-0.1	29
COc1ccc(OC)c(NC(=O)c2sc3ncnc(N4CCN(c5ccccn5)CC4)c3c2C)c1	-1.0%	-0.3%	1.7%	0.2%	1.0%	21.6%	-1.1%	9.3%	1.7	57
COc1ccc(C(=O)NC(=S)N2CCN(C)CC2)cc1Br	-1.0%	0.0%	-0.8%	0.4%	1.2%	5.7%	-2.3%	8.2%	1.1	42
NC(=O)c1nc(C(=O)N2CCCCC2)c2ccccc2n1	2.9%	0.4%	-3.2%	.	-0.3%	.	.	.	1.1	56
COc1cccc(/C=C2/Oc3ccccc3N(CC(=O)NCC3CCCO3)C2=O)c1 (stereo unspecified)	8.8%	1.0%	-16.7%	-0.9%	4.5%	38.5%	0.3%	2.9%	0.2	72
Cc1ccc(C)c(NC(=O)COC(=O)CCCN=C2NS(=O)(=O)c3ccccc32)c1	5.3%	1.9%	-5.1%	-0.5%	1.3%	3.5%	4.9%	10.0%	0.2	67
Cc1onc(-c2ccccc2)c1-c1ccc(S(N)(=O)=O)cc1	4.0%	3.2%	-3.0%	0.5%	2.8%	7.8%	4.7%	5.5%&6.5%	-0.7	52
CN(Cc1cn(C)nc1-c1cccc(Cl)c1)Cc1nccn1C	12.6%	0.3%	-5.2%	-0.7%	-0.8%	7.7%	7.0%	17.0%	1.0	55
NC(=S)N/N=C\c1ccc(-c2cccc(Cl)c2Cl)o1	5.8%	0.4%	-14.3%	0.2%	-0.1%	-5.6%	-3.7%	5.5%	19.6	44
COc1ccc(CC(=O)OCC(=O)c2ccc(OC)cc2)cc1	2.9%	3.2%[50 µM]	-0.3%	-0.3%	0.6%	-0.6%	1.0%	6.1%	-0.3	61
Cc1ccc2c(nc3s/c(=C\c4ccc(-c5ccccc5C(=O)O)o4)c(=O)n32)c1C	19.4%	0.1%	?	-0.3%	6.2%	29.8%	-5.3%	21.4%	5.6	83
COc1cc(NS(=O)(=O)c2ccc(NC(=O)CN3C(=O)c4ccccc4C3=O)cc2)nc(OC)n1	14.1%	0.0%	-3.6%	2.5%	1.9%	19.9%	7.9%	0.2%	0.1	102
COc1ccc(-n2nc3c(N)n[nH]c3cc2=O)cc1	8.7%	0.2%	5.4%	-0.1%	0.8%	1.1%	2.9%	7.1%	0.8	84
COc1ccc(CC(=O)NC2CCCc3ccccc32)cc1 (stereo unspecified)	-1.6%	0.3%	2.3%	-1.2%	1.3%	-0.3%	4.6%	-15.2%	-0.3	70
COc1ccc(/C=C(/NC(=O)c2ccccc2)C(=O)NCc2ccco2)cc1	3.9%	-0.2%	2.4%	-0.4%	1.8%	9.3%	8.8%	3.4%	0.0	62
CCOC(=O)N1CCN(C(=O)CCN2C(=O)COc3ccccc32)CC1	10.0%	0.5%	1.4%	-0.2%	1.6%	-5.9%	0.1%	1.6%	-1.7	65
O=C(O)c1ccc(CNC(=O)c2ccc3c(c2)OCCO3)cc1	0.2%	0.0%	2.7%	0.8%	4.0%	2.1%	2.8%	5.5%	-0.4	56
N#Cc1nc(-c2ccco2)oc1NCCCn1ccnc1	18.6%	1.1%	-2.8%	-0.1%	0.0%	2.7%	-2.7%	20.4%	2.3	28
S=c1nn[nH]n1C12CC3CC(CC(C3)C1)C2	5.9%	-0.1%	-6.9%	0.0%	4.0%	-32.5%	4.6%	11.9%	-0.6	51
O=C1N/C(=N/O)S/C1=C\c1ccccc1-n1cccn1	7.3%	0.7%	-6.8%	1.2%	0.3%	4.0%	-1.1%	3.3%	2.5	57
CCN(CC)CCCN=Cc1c(O)n(-c2c(C)cccc2C)c(=O)c2ccccc12	.	.	.	-0.7%	.	14.8%	8.1%	8.2%	0.6	47
O=C(Nc1nnc(SCc2c(Cl)cccc2Cl)s1)C1CC(=O)N(c2ccc3c(c2)OCCO3)C1 (stereo unspecified)	-10.1%	-0.1%	3.1%	0.0%	1.3%	43.6%	-4.6%	12.3%	4.0	36
COc1ccc(O[C@H]2C=C[C@@H](c3ccccc3)O[C@@H]2COC(=O)CC/C(C)=N/O[C@@H](C)CN2CCCCc3nc(C)c(C)cc32)cc1	.	.	.	.	.	13.8%	-2.7%	6.0%	9.7	98
O=C(/C=C/c1ccc(-c2ccccc2[N+](=O)[O-])o1)c1ccc(Br)cc1	4.7%	0.3%	2.0%	-0.4%	.	-7.7%	-2.4%	11.1%	2.7	82
Cc1c(CCOC(=O)C23CC4CC(CC(C)(C4)C2)C3)sc[n+]1Cc1ccccc1	8.5%	3.8%	-6.5%	2.3%	5.9%	3.6%	7.4%	2.3%	-0.2	91
CC(C)(C)OC(=O)Nc1ccc([C@H](NC(=O)OC(C)(C)C)C(=O)OC(C)(C)C)cc1	1.7%	2.3%	2.4%	.	0.1%	.	.	.	0.6	63
Cc1noc(C)c1C(=O)OCC(=O)Nc1cc(Cl)ccc1Oc1ccccc1	6.1%	2.8%	-4.2%	-0.4%	0.4%	-2.0%	-1.4%	5.9%	1.6	39
CCCc1cc(N2CCCC2)n2nc(C)c(-c3ccccc3)c2n1	3.4%	0.5%	-12.1%	-1.3%	10.2%	27.4%	-2.0%	13.8%	7.4	77
CCN(CC)C(=O)COC(=O)c1ccc(O)cc1	5.2%	2.3%	-9.6%	0.1%	1.4%	26.2%	-2.4%	19.1%	-1.7	74
Clc1ccccc1CSc1nnc(-c2ccccn2)n1Cc1ccco1	7.3%	0.2%	0.6%	0.0%	15.1%	6.6%	-3.4%	4.8%	0.0	29
NC(=O)C1CCN(CC(=O)NC2CCCc3ccccc32)CC1 (stereo unspecified)	6.9%	-0.8%	1.5%	0.6%	-1.9%	11.4%	-1.1%	12.0%	0.7	73
CC(C)(C)Nc1nc(Oc2ccc(=O)n(-c3ccccc3)n2)nc(N2CCOCC2)n1	11.7%	0.3%	-6.2%	0.1%	-0.3%	-4.7%	4.5%	-1.4%	-1.2	27
Cc1ccc(NS(=O)(=O)c2cccc(C(=O)N3CCN(C(=O)c4ccco4)CC3)c2)cc1	-9.6%	0.0%[50 µM]	-11.4%	.	3.1%	.	.	.	0.5	75
CN(CC(=O)Nc1ccc(F)cc1)C(=O)COC(=O)c1ccc(-c2ccccc2)cc1	3.0%	0.9%[50 µM]	-2.2%	.	-0.4%	.	.	9.3%	0.7	62
C/C(Nc1ccc(Cl)cc1)=C(/C#N)C(N)=O	-0.5%	1.4%	-2.1%	0.0%	?	-12.1%	5.2%	-6.6%	-1.1	55
COc1ccc(COC(=O)c2cccc(S(=O)(=O)N3CCN(C(C)=O)CC3)c2)cc1	6.4%	1.0%[50 µM]	2.9%	.	1.0%	.	.	17.7%	3.9	69
O=C(NC(=S)Nc1ccc(S(=O)(=O)N2CCCCC2)cc1)c1ccccc1	-0.4%	0.8%	-7.4%	-0.3%	-0.1%	-2.2%	2.8%	-3.3%	3.1	63
CCOC(=O)c1cccc(-c2ccc(C=O)o2)c1	-5.1%	3.0%	-6.9%	-0.3%	4.8%	10.3%	-1.0%	4.8%	7.4	51

Of the compounds above, these contain a COOH group.
Structure	Rac1 GTP hydrolysis	K1F lysis inhibition	NS5 inhibitors	West Nile virus CPE	RSV antiviral HEp-2	AID2073	Siah-1 displacement	Large T inhibition	NTR1 ag	NTR1 ag cell count 20 µM
O=C(O)CCn1c(CO)nc2ccccc21	3.7%	0.0%	3.6%	0.2%	-1.5%	16.9%	7.6%	-2.6%	-0.1	29
Cc1ccc2c(nc3s/c(=C\c4ccc(-c5ccccc5C(=O)O)o4)c(=O)n32)c1C	19.4%	0.1%	?	-0.3%	6.2%	29.8%	-5.3%	21.4%	5.6	83
O=C(O)c1ccc(CNC(=O)c2ccc3c(c2)OCCO3)cc1	0.2%	0.0%	2.7%	0.8%	4.0%	2.1%	2.8%	5.5%	-0.4	56

The listing continues:
Structure	Rac1 GTP hydrolysis	K1F lysis inhibition	NS5 inhibitors	West Nile virus CPE	RSV antiviral HEp-2	AID2073	Siah-1 displacement	Large T inhibition	NTR1 ag	NTR1 ag cell count 20 µM
Cc1nc(N2CCC(C(N)=O)CC2)c2c(-c3cccs3)csc2n1	-0.6%	-0.4%	-13.5%	-0.4%	16.3%	31.8%	2.4%	9.1%	-1.3	50
COc1ccc(CN2CCC(=O)NC2=O)cc1	4.4%	-0.3%	0.0%	0.2%	-1.2%	7.2%	-0.1%	1.6%	0.3	79
O=C(Nc1ccc(S(=O)(=O)Nc2ncccn2)cc1)c1ccccc1Cl	6.2%	0.0%	0.6%	0.3%	0.5%	9.5%	-2.3%	10.4%	-0.1	59
O=c1oc2c3c4c(cc2s1)CCCN4CCC3	?	-0.1%	86.7µM*	0.3%	0.3%	51.1%	82.6%	17.9µM*	0.1	95
O=C(O)c1nc(N2CCCC2)ncc1Cl	5.7%	-2.6%	-2.5%	0.0%	0.8%	-1.7%	-5.7%	-0.6%	-0.2	92
COc1ccc(Br)cc1CNc1ccc(O)cc1	26.8µM*	-4.0%	52.1%	0.3%	3.9%	5.2%	44.6%	23.0%	-5.1	80
Cc1cc(C)n2nc(C(=O)Nc3nnc(C4CC4)s3)nc2n1	5.0%	0.1%	-6.9%	0.1%	-1.9%	-14.9%	1.8%	1.2%	1.6	36
Cn1c(NC(=O)c2cc(Br)ccc2Cl)cc(=O)n(C)c1=O	-1.7%	-0.1%	-6.3%	0.1%	1.5%	6.5%	-4.9%	16.4%	-0.7	93
